Bioassay records from PubChem BioAssay.
AT treatment – candidate therapy for ataxia-telangiectasia; […] A-T fibroblasts, KAP-1 phosphorylation AlphaLISA; neocarzinostatin DNA damage 30 min before lysis; Potency, µM (top dose mostly 57.5 µM), without a hit: at the highest dose activation, actives largely listed as activators; hit rate 0.19% among 320,000; AID 485349; further: potency means the concentration at half of the fitted maximal effect; % of control where 0% means no effect; nearly all actives have a fitted effect of over 45% in size
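hTERT-immortalized A-T patient fibroblasts ([…]), 500 cells/well in OPTI-MEM, 1% FBS, got compounds for 60 min, then NCS for 30 min at 37C. Lysates were then assayed for phospho-KAP-1 by AlphaLISA (anti-pKAP1 donor, anti-KAP1 acceptor beads), 6 hr at 25C.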
Tb PFK inh – inhibitors of T. brucei phosphofructokinase; AID 485367; T. brucei PFK, ADP-Glo luminescence; Potency, µM (titrated, usually from 57.5 µM), for inactives: at the highest dose activity, negative = inhibition, most hits filed as inhibitors; O15648; hit rate 0.17% among 330,000;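 further: potency means the concentration at half of the fitted maximal effect; 0% = uninhibited 1x PFK enzyme wells and -100% = no-enzyme wells; nearly all actives have a fitted effect of over 60% in size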
Target sequence (O15648 whole entry, looked up): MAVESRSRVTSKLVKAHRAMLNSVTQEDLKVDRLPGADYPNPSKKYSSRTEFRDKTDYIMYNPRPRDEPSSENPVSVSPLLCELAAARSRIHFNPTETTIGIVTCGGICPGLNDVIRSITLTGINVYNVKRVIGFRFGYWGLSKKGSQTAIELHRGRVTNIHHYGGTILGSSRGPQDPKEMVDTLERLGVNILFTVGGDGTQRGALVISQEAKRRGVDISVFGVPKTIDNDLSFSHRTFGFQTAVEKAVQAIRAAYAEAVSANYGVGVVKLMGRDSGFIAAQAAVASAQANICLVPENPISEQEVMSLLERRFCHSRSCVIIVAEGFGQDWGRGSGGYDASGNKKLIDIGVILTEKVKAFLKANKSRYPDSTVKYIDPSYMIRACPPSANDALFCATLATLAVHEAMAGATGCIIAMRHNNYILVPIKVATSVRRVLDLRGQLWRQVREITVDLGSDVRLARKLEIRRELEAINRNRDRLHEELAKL
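In TEA buffer at pH 8.0 with 5 mM MgCl2, enzyme (1.25 nM) converted F6P (0.5 mM) and ATP (0.1 mM) for 45 min at room temperature. ADP product was read by luciferase luminescence.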
a7 integrin act – integrin-mediated muscular dystrophy alleviation activation; alpha7betagal myoblasts, beta-gal FDG fluorescence, 48 h; Potency, µM (top dose mostly 38.3 µM), without a hit: at the highest dose activation, hits mostly activators; hit rate 0.064% among 350,000; AID 624291;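 further: potency means the concentration at half of the fitted maximal effect; 100% = response of the positive control SU9516; nearly all actives have a fitted effect of over 60% in size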
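alpha7betagal+/- myoblasts (passage 13, 250/well) treated 48 h at 37C with compounds at 1:260 dilution of DMSO stock. Lysed, then beta-galactosidase activity read as FDG fluorescence (ex 480/em 540) after 30 min, with pre-read for autofluorescence.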
Mito fusion act – mitochondrial division inhibition or fusion activation. AID 485298. hit rate 0.23% among 320,000. S. cerevisiae fusion-defective mutant growth rescue, CellTiterGlo 48 h. Potency, µM (top dose mostly 46.1 µM), without a hit: top-dose growth rescue (activation), actives largely listed as activators;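 further: potency means the concentration at half of the fitted maximal effect; % of control where 0% means no effect; nearly all actives have a fitted effect of over 45% in size; temperature-sensitive fusion mutants such as fzo1-1 at 37 °C on non-fermentable ethanol glycerol medium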
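Growth-rescue viability read-out: after 48 h at the non-permissive 37C in glycerol/ethanol YPEG, yeast mitochondrial fusion mutants are measured by CellTiterGlo luminescence; compounds (23 nl pinned per well) restoring growth score as division inhibitors or fusion activators.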
ELG1 repair inh – inhibitors of ELG1-dependent DNA repair in HEK293T cells. HEK293T ELG1-luciferase reporter, luminescence, 16 h; DNA damage induced by 5-fluorouridine. Potency, µM (series often up to 46.1 µM), for the others: at the highest dose activity change, negative = inhibition, usual class: inhibitors. hit rate 2.3% among 330,000. AID 504467; further: potency means the concentration at half of the fitted maximal effect; on the % scale 0 is the no-effect control and ±100 the full control effect; nearly all actives have a fitted effect of over 55% in size
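Quantitative HTS, concentration-response format. 2,000 cells/well co-treated with 5-fluorouridine and compound, 16 hr in 5% CO2 at 37 °C; ONE-Glo luminescence read after 30 min.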
PTAP TSG101 blk – blocks PTAP/TSG101 interaction to inhibit HIV-1 budding. 340,000 tested, under 10 active. Potency, µM (titrated, usually from 115 µM), inactives show at the top dose activity change, negative = inhibition, usual class: inhibitors. Fluorescence polarization, FITC-PTAP peptide / Tsg101 binding; active means well fitted inhibition curve with a large enough effect in the main read-out, with a control signal flat, not every such curve was filed as active; inconclusive means small, poorly fitted or top-dose-only effect, or effect the other way, or a change in a side signal; inactive means no such curve, though single readings can be large or run the other way; further: potency means the concentration at half of the fitted maximal effect; % of control where 0% means no effect
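Fluorescence polarization binding of Tsg101 binding domain (10 uM final) to FITC-labeled PTAP peptide (50 nM final) in HEPES pH 7.5 buffer with NaCl, Tween 20, EDTA, TCEP. Compounds added before peptide; binding 20 min at RT.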
Chronic BCR inh – blocks chronic active B-cell receptor signaling. ABC-DLBCL IkBa-CBG/CBR reporter, luminescence ratio, 4 h. Potency, µM (titrated, usually from 46.1 µM), for the others: at the highest dose ratio change, negative = lower green/red ratio, hits mostly inhibitors. hit rate 0.05% among 340,000. AID 493014; active means well fitted inhibition curve with a large enough effect in the signal ratio, with a control signal flat, not every such curve was filed as active; inconclusive means small, poorly fitted or top-dose-only effect, or effect the other way, or a change in a side signal; the % refers to the signal ratio;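 further: potency means the concentration at half of the fitted maximal effect; plate controls were basal doxycycline-induced cells for no effect and cells given 10 µM MG132 for full effect; MG132 reads +100%, hits lower the ratio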
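Concentration-response series (up to 46 uM) were applied to TMD8 dual-reporter cells for 4 h at 37C with doxycycline. Green/red ratio, after filter-overlap correction, defined %Activity; red signal alone was normalised to basal cells and zero luminescence.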
TCR act – T cell receptor activation | primary human leukocytes, anti-CD3, IL-2 HTRF, 48 h | Potency, µM (series often up to 9.22 µM), without a hit: top-dose activation of IL-2 secretion, actives largely listed as activators | 330,000 tested, under 10 active; further: % of control where 0% means no effect
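Using a-CD3 beads without co-stimulation, primary human leukocytes were exposed to compounds for 48 hr. An HTRF IL-2 kit measured the cytokine, with europium-to-d2 energy transfer producing emission at 665nm upon 320nm excitation.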
Eya2 phos inh – inhibitors of human Eya2 phosphatase activity. O00167. recombinant Eya2, OMFP fluorescence dephosphorylation (OMFP is methylfluorescein phosphate). Potency, µM (doses to about 76.9 µM), for inactives: at the highest dose activity, negative = inhibition, most hits filed as inhibitors. hit rate 0.006% among 330,000. AID 488837; further: potency means the concentration at half of the fitted maximal effect; on the % scale 0 is the no-effect control and ±100 the full control effect
Target sequence (O00167 whole entry, looked up): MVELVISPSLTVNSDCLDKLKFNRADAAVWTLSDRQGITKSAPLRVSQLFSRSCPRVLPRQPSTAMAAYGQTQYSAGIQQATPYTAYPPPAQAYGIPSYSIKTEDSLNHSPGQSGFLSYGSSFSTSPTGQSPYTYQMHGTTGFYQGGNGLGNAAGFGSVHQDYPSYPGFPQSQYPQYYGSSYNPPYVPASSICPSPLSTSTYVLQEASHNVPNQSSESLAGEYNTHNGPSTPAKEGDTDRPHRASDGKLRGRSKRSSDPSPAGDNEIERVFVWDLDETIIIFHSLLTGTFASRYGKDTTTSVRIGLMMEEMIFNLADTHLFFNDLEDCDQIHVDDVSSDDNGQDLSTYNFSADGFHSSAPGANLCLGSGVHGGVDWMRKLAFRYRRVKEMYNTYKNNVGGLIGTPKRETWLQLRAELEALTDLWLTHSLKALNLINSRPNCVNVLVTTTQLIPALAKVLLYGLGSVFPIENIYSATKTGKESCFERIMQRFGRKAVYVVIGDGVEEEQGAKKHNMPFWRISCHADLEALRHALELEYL
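Eya2 (0.2 uM) preincubated 10 min at ambient with compound, then OMFP substrate added at 50 uM; 10 min reaction in 50 mM HEPES pH 7.5, 50 mM NaCl, 5 uM MgCl2, 0.05% BSA, 1 mM DTT. Fluorescence read at Ex 485/Em 525 nm.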
S-ASM inh – human S-ASM enzyme inhibition. P17405. placental ASM, HMU-PC fluorogenic substrate, 60 min. Potency, µM (highest dose often 57.5 µM), for inactives: at the highest dose activity change, negative = inhibition, most hits filed as inhibitors. hit rate 0.006% among 340,000. AID 504937; further: potency means the concentration at half of the fitted maximal effect
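Fluorescence read-out (Ex 386 nm, Em 447 nm) after stopping the reaction at pH 10. Enzyme: ASM from human placenta; substrate HMU-PC0, 9 uM final; 60 min, 37 °C. Compound preincubation 10 min, ambient temperature.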
TSHR antagonist – human thyrotropin receptor antagonism; P16473; TSHR-expressing cells, TSH-stimulated cAMP HTRF, 2 h; stronger effect = lower value; activity change, negative = inhibition, % at 11.5 µM; hit rate 0.2% among 330,000;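 active means activity change below a set negative limit, meaning inhibition stronger than a set level, cut at about -70% in these data; inconclusive means activity change between two set negative limits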; further: on the % scale 0 is the no-effect control and ±100 the full control effect
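Competitive HTRF cAMP read-out (cryptate anti-cAMP antibody, cAMP-d2; 30 min, room temperature) in freshly harvested TSHR cells. Compounds added before TSH at EC80 (4nM final), followed by 2 hours' incubation at 37 deg C.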
Numbers without * were called inactive; ? = inconclusive; . = not tested or not shown; [ ] = another dose, or the depositor's remark. Unless noted, the call rests on the fitted dose curve; in most records, active means well fitted curve in the direction sought with a large enough effect; inconclusive means small, poorly fitted or top-dose-only effect, or another doubt; inactive means no such curve, though single readings can be large; an effect the other way counts as inactive or inconclusive.

SMILES | AT treatment | Tb PFK inh | a7 integrin act | Mito fusion act | ELG1 repair inh | PTAP TSG101 blk | Chronic BCR inh | TCR act | Eya2 phos inh | S-ASM inh | TSHR antagonist
Cc1ccc(C(=O)Nc2ccc(CN3CCS(=O)(=O)CC3)cc2)cc1C | 5% | 2% | -4% | 3% | ? | 0% | -11% | -2% | 3% | 0% | 2
O=C(/C=C/c1cn(CC(O)CN2CCCCC2)c2ccccc12)c1cccs1 (stereo not drawn) | 3% | -5% | -53%[inhibitor] | 1% | 2% | 23% | ? | 19%[46.1 µM] | 4% | 79%[activator] | 10
COC(=O)c1sccc1NC(=S)Nc1ccccc1 | 13% | -4% | 32% | 0% | 14% | -2% | 1% | 9% | -11% | -1% | -3
O=C(COC(=O)c1ccc2ccccc2c1)Nc1ncc(C(F)(F)F)cc1Cl | -3% | -1% | 29% | 0% | 10% | -9% | ? | 2% | 3% | 1% | 1
CSc1ccc(C2C(C#N)=C(N)Oc3c2ccc(=O)c2c(C)oc(C)c32)cc1 (stereo not drawn) | 14% | -2% | -31% | 2% | -18% | 6% | ? | 4% | 20% | -13% | 11
CCn1nnc(NC(=O)c2cc(Cl)c(OC)c(Cl)c2)n1 | 5% | 0% | 4% | -7% | -3% | -8% | 1% | 2% | -2% | 5% | 8
Cc1ccc(NC(=O)/C(=C/C=C/c2ccccc2)NC(=O)c2ccccc2)cc1 | -4% | -2% | 14% | -2% | 1% | 0% | -2% | -12%[46.1 µM] | -6% | -6% | 0
O=C(c1cccc([N+](=O)[O-])c1)N1CCN(Cc2ccccc2)CC1 | -7% | 5% | -7% | -15% | -4% | -6% | 8% | 3% | -11% | 2% | -12
CCN(CC)CCOC(=O)/C=C/c1ccccc1 | 1% | -4% | 19% | 0% | 29% | 5% | -3% | 7% | -10% | 1% | 9
O=C(CSc1n[nH]c(-c2ccncc2)n1)Nc1ccc(F)cc1 | 2% | -1% | -6% | -6% | -1% | -5% | -1% | -1% | 7% | -1% | -6
O=C(NCc1ccco1)c1ccc(COCC(F)(F)F)cc1 | 2% | 8% | 3% | -3% | 17% | -9% | -7% | -4% | -13% | 3% | -4
N/C(=N\N=C\c1ccc2c(c1)OCO2)c1nonc1N | 17% | 1% | 23% | 2% | ? | -2% | ? | 1%[46.1 µM] | 0% | -1% | -1
O=C(COc1ccc(S(=O)(=O)N2CCOCC2)cc1)Nc1ccc(Br)cc1 | 2% | 3% | 21% | . | ? | -1% | 4% | . | -28% | -21% | .
COc1ccc(C2(C(=O)NCC3CCCO3)CCOCC2)cc1 (stereo not drawn) | 0% | -2% | 15% | 2% | 4% | -3% | 1% | 0% | -1% | -1% | -1
Cc1ccc(S(=O)(=O)NCCN2CCOCC2)s1 | 16% | 2% | 18% | -1% | -5% | -1% | 2% | 0% | 12% | 4% | 0
CC(NS(=O)(=O)c1cc(C(F)(F)F)ccc1Cl)C(=O)N(C)C1CCN(C)CC1 (stereo not drawn) | -6% | 0% | -8% | . | ? | 0% | -1% | -3% | 3% | 3% | 4
CC(C)N(C(=O)CSc1ncnc2sc(-c3ccccc3)cc12)C(C)C | 0% | -4% | 9% | -1% | 11% | 1% | ? | 5% | 20% | -6% | -4
COc1cc(OC)cc(OCC(O)Cn2cnc3cc(C)c(C)cc32)c1 (stereo not drawn) | 6% | -1% | -17% | -2% | ? | 1% | -13% | 3% | 1% | -1% | 3
COc1cc(/C=C/C(=O)O)cc(S(=O)(=O)NCC2CCCO2)c1OC (stereo not drawn) | -8% | 1% | 16% | -4% | 13% | -2% | 1% | -7% | -5% | 0% | -7
CCOC(=O)c1cnc(SCc2ccccc2)nc1N | 6% | -18% | 4% | 5% | ? | -3% | -6% | 7% | -4% | -2% | -10
O=C(Nc1ccccc1)c1cccc(S(=O)(=O)Nc2ccccn2)c1 | -6% | 5% | 16% | 0% | 8% | 0% | 1% | -2%[46.1 µM] | 8% | 4% | 10
Clc1ccc2c(NCc3cccs3)ncnc2c1 | -4% | -3% | -16% | 8% | ? | 3% | 1% | -1% | -14% | 4% | -10
COc1ccc(NC(=O)CN(C)C(=O)c2cccc(S(=O)(=O)N3CCCc4ccccc43)c2)cc1 | 2% | -2% | 4% | 2% | -21% | 4% | ? | -2% | 23% | . | -6
CC1CCC2C(=O)N(c3cccc(C(=O)Nc4ccccc4Cl)c3)C(=O)C2C1 (stereo not drawn) | -3% | 0% | 17% | 4% | -2% | 0% | 0% | -4% | -11% | -2% | -10
CCCN1CCC(NC(=S)Nc2cccc(Cl)c2Cl)CC1 | -1% | -6% | -31% | 9% | -2% | 2% | -3% | 5% | 5% | 7% | -5

Further compounds:
SMILES | AT treatment | Tb PFK inh | a7 integrin act | Mito fusion act | ELG1 repair inh | PTAP TSG101 blk | Chronic BCR inh | TCR act | Eya2 phos inh | S-ASM inh | TSHR antagonist
O=C(Nc1ccc2c(c1)OCO2)c1cc(C2CC2)on1 | -2% | -2% | -27% | -3% | ? | 4% | ? | -3% | -17% | 1% | 2
c1ccc(COc2ccc(OCCCCN3CCCC3)cc2)cc1 | -1% | 1% | 0% | -7% | ? | -5% | -3% | -5%[46.1 µM] | -1% | -4% | 28
O=C(CCc1ccc(S(=O)(=O)NC2CCCCC2)cc1)NCc1cccnc1 | -2% | 21% | 35% | -3% | -3% | -4% | 5% | 12% | -2% | 0% | -16
CCc1ccc(NC(=O)CSc2nnc(-c3cnccn3)n2Cc2ccco2)cc1 | -3% | 3% | -5%[7.66 µM] | -2% | -6% | -1% | -2% | -5% | 18% | -2% | -3
COCc1ccc(CN2CCc3c([nH]c4ccccc34)C2CC(C)C)o1 (stereo not drawn) | -1% | 0% | -40% | 7% | 2% | -6% | 4% | 7% | 10% | 59%[activator] | 20
COc1ccc(C(=O)Nc2nnc(SCC(=O)NCc3ccco3)s2)cc1OC | 7% | -2% | 7% | 5% | ? | . | 9% | 19% | -4% | 0% | 43
CCOc1ccc(C(=O)NC2CC3CCCC(C2)N3CC(C)C)cc1 (stereo not drawn) | 14% | -7% | -12% | -3% | 5% | -7% | -3% | 3% | 6% | 4% | 12
COc1ccc(CCN2C(=O)CC(N3CCN(C/C=C/c4ccccc4)CC3)C2=O)cc1OC (stereo not drawn) | 11% | 3% | -9% | -4% | ? | -8% | -5% | 5% | 8% | 2% | -7
C/C(CCC1CC(C)OC1=O)=N/Nc1nc(-c2ccccc2)cs1 (stereo not drawn) | -7% | 2% | ? | -11% | ? | 1% | ? | -8%[46.1 µM] | -9% | 7% | 1
O=S(=O)(NCC1CCCO1)c1ccc(S(=O)(=O)N2CCc3ccccc3C2)cc1 (stereo not drawn) | -4% | 0% | 15% | -8% | 1% | -4% | ? | -10% | -23% | -1% | 2
O=C(NC(NNc1ccc([N+](=O)[O-])cc1)(C(F)(F)F)C(F)(F)F)c1ccc(Cl)cc1 | 6% | 2% | 14% | -4% | -11% | -6% | ? | -4% | -9% | ? | -19
COc1cc(NC(=O)Cc2ccc(Cl)cc2)ccc1NC(=O)c1ccco1 | 10% | -6% | 31% | 3% | ? | 1% | 13% | 3% | -13% | -1% | -10
O=C1c2ccccc2C(Nc2ccc(F)cc2F)N1CCN1CCOCC1 (stereo not drawn) | -2% | -1% | 5% | -3% | 10% | -7% | 8% | -4%[46.1 µM] | 3% | 6% | 3
CCCOc1ccc(S(=O)(=O)NCCCN2CCOCC2)c2ccccc12 | -1% | 1% | 11% | -5% | -13% | -4% | 1% | 0% | -3% | 0% | 17
